S3 lipid droplet: qHTS Assay for Lipid Storage Modulators in Drosophila S3 Cells. AID 2685, 2010. lipid storage change, negative = inhibition, % at the top dose, mostly 46.1 µM; hits show Potency in µM. Drosophila S3 cells, BODIPY lipid droplet fluorescence, 18-24 h; cells fed with added oleic acid. hit rate 0.64% among 320,000; active = well fitted inhibition curve with a large enough effect in the signal ratio, with a control signal flat, not every such curve was filed as active; inconclusive = small, poorly fitted or top-dose-only effect, or effect the other way, or a change in a side signal; the % refers to the signal ratio
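Drosophila S3 cells loaded with oleic acid (400 uM, as added) and compounds at several concentrations; lipid droplets imaged by 488-nm laser-scanning cytometry, 500–530 nm intensity and object ratio to cell channel. Percent activity normalized to 20 uM Triacsin C.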
S3 lipid droplet cell count max: second read-out of S3 lipid droplet, no call of its own (marks repeat the call); cell number change, %; measured here: cell count max response;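 cells counted by Cell Tracker Red CMTPX staining in the red channel; peak over a dose series mostly up to 46.1 µM; percent activity relative to internal control wells on each plate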
An asterisk follows results filed as active; i = inactive; ? = inconclusive; / = no result given. % is scaled to controls: 0 for no effect and ±100 for the full control effect; potency is read from the fitted curve at half-maximal effect. A portion of the library; count on the stated rates, not on these rows.

Structure | S3 lipid droplet | S3 lipid droplet cell count max
CCN1C(=O)CC(N2CCN(c3ccc(OC)cc3)CC2)C1=O (stereo not given) | ? | /
C=C(C)CN(CC)C(=O)CN1C(=O)NC2(CCc3ccccc32)C1=O (stereo not given) | ? | /
COC(=O)c1[nH]c2ccc(Br)cc2c1NC(=O)C(C)N1CCN(C2CCCCC2)CC1 (stereo not given) | ? | /
O=C(c1cccn2c(=O)c3cc(Br)ccc3nc12)N1CCN(c2ccccn2)CC1 | ? | /
O=C(c1cccc(S(=O)(=O)Nc2cccc(C(F)(F)F)c2)c1)N1CCOCC1 | ? | /
C=CCNC(=S)N1CC2(C)CN(C(=S)NCC=C)CC(C)(C1)C2=O | -4% | 9
CCOC(=O)Cc1csc(N/N=C\c2ccccc2OC)n1 | ? | /
COc1cccc(C(=O)N2CCN(C(=O)c3cccc4ccccc34)CC2)c1OC | ? | /
CC1CCCCN1C(=O)Cc1ccc(F)cc1 (stereo not given) | i | 4
Cc1nnc2c3cnn(-c4ccc(Cl)cc4)c3ncn12 | 7% | 0
O=c1ccnc(SCc2ccccc2Cl)[nH]1 | 2% | 7
Cc1ccc(C(=O)N2CCC(C)CC2)cc1C | 9% | 7
Nc1ccc(C(O)(C(F)(F)F)C(F)(F)F)cc1 | 6% | 2
O=C(C[n+]1cc[nH]c1)c1ccc(Cl)cc1 | ? | /
COc1cc2c(cc1NC(=O)COC(=O)C(CCSC)NC(=O)c1ccccc1Cl)oc1ccccc12 (stereo not given) | ? | /
Cc1ccc2oc(=S)n(C)c2c1 | ? | /
O=C(c1cccc([N+](=O)[O-])c1)N1CCCC(C(=O)N2CCc3ccccc3C2)C1 (stereo not given) | ? | /
CCCN1C(=O)c2ccc(C(=O)NC3=NCCS3)cc2C1=O | i | /
Cc1cccc(OCC(=O)Nc2ccc(N3CCN(C(=O)c4ccco4)CC3)cc2)c1C | -15% | -12
CCN(CC)C(=O)CSc1nnc([C@H](Cc2c[nH]c3ccccc23)NC(=O)OC(C)(C)C)o1 | 8% | 1
CC(c1ccccc1)n1cc(C(=O)NCC2CCCO2)nn1 (stereo not given) | 3% | -7
COc1ccc(/C=C(\NC(=O)c2ccc(OC)cc2)C(=O)N2CCCCC2)cc1 | ? | /
COc1cccc(CNC(=O)[C@@H](C)N2C(=O)N3CCc4c([nH]c5ccc(OC)cc45)C3(C)C2=O)c1 (stereo not given in full) | ? | /
COC(=O)c1ccc(COC(=O)CNC(=O)c2ccc(C)s2)cc1 | ? | /
O=S(=O)(NCc1ccc2c(c1)OCO2)c1ccc2c(c1)oc1ccccc12 | ? | /
CC1(c2nnc(-c3ccc(F)cc3)o2)CC(c2ccc(F)cc2)=NO1 (stereo not given) | 22% | 12
CCOC(=O)C1CCCN(C(=O)CSc2nc(C)cc(C)n2)C1 (stereo not given) | i | 9
Oc1ccc(Cl)cc1N=Nc1ccccc1 | ? | /
COc1cc(C2C(C(=O)c3cccs3)=C(O)C(=O)N2c2cc(C)on2)ccc1O (stereo not given) | ? | /
Cc1nc(N)sc1N=Nc1ccc(F)cc1 | ? | /
COc1ccc(/C=C/C(=O)OC2CCCCC2CN(C)C)cc1 (stereo not given) | ? | /
COc1ccc(CC(=O)NCc2ccc(F)cc2)cc1S(=O)(=O)N1CCOCC1 | 15% | 5
O=[N+]([O-])c1ccc(Cl)c(S(=O)(=O)Nc2ccc(S(=O)(=O)N3CCOCC3)cc2)c1 | i | 9
CSc1nc2sc3c(c2c(=O)[nH]1)CCC3 | ? | /
CS(=O)(=O)N1CCN(C(=O)c2ccc(F)cc2)CC1 | -5% | -1
CCN(CC(=O)Nc1ccc(NC(C)=O)cc1)C(=O)CCCOc1cccc(C)c1 | ? | /
O=C(O)c1cccc(N/N=C/c2cc(Br)cc(Br)c2O)c1 | 11% | 2
O=C(Nc1ccc(Nc2ccccc2)cc1)c1ccc(Cl)c([N+](=O)[O-])c1 | ? | /
O=C(NC12CC3CC(CC(C3)C1)C2)N1CCCC(CO)C1 (stereo not given) | ? | /
COc1ccc(C2C=C(c3ccc(Br)cc3)Nc3nc(NS(C)(=O)=O)nn32)cc1 (stereo not given) | i | /
Cc1ccc2oc(=O)c3cc(C(=O)Nc4cc(-c5cccc(F)c5)no4)sc3c2c1 | 24% | 15
CC(C)[C@H](NC(=O)CCCn1nnc2ccccc2c1=O)C(=O)O | ? | /
Cc1oc2cc3oc(=O)ccc3cc2c1C | -29% | 7
CC(C)(C)NC(=O)N1CCN(c2ncccc2C(F)(F)F)CC1 | 1% | 19
C#CCN(C(=O)c1cc(COc2cccc(C(F)(F)F)c2)on1)C1CCCCC1 | -4% | /
CC(=O)NNC(=O)c1[nH]c2ccc(Cl)cc2c1-c1ccccc1 | 25% | 20
Cc1ccc(NC(=O)c2cc(NC(=O)c3ccco3)ccc2N2CCOCC2)cc1 | ? | /
CC(=O)c1ccc(-n2nnnc2SCC(=O)Nc2cccc(NC(=O)c3ccco3)c2)cc1 | ? | /
COC(=O)COc1ccc(NC(=O)C(c2ccccc2)c2ccccc2)cc1 | -5% | -9
N#CC1=C(N)Oc2[nH]c(=S)[nH]c(=O)c2C12C(=O)Nc1ccccc12 (stereo not given) | ? | /
Cc1ccc(NC(=O)CC(=O)Nc2ccc(C)cc2)cc1 | ? | /
COc1ccc(-c2ccc(C)cc2)cc1[C@H]1[C@H]2C=CC[C@@H](C)[C@@H]2C(=O)N1Cc1ccccc1 | 13% | /
O=C(Nc1ccc(Cl)c(C(F)(F)F)c1)NC1CC2CCCC(C1)N2Cc1ccccc1 (stereo not given) | ? | /
O=C1CCC(C(=O)Nc2ccccc2N2CCOCC2)=NN1 | 0% | 20
O=C1Nc2c(ccc(Cl)c2Cl)C(=O)C1(F)c1ccccc1 (stereo not given) | ? | /
CCOC(=O)/C(N=Nc1ccc2c(c1)OCO2)=C(\C)O | ? | /
Cc1cc(C(=O)NNc2c(Cl)cccc2Cl)no1 | 9% | 13
Cc1cc(C)n(CC(=O)NCc2ccccc2)c(=O)c1C#N | ? | /
COc1ccccc1NC(=O)Cc1nnc(SCC(=O)NC2CCCCC2C)n1C (stereo not given) | ? | /
CCOC(=O)CNC(=O)C1Cc2ccccc2CN1S(=O)(=O)c1cccs1 (stereo not given) | 0% | 16

Single records (already shown). Screens in order: S3 lipid droplet, S3 lipid droplet cell count max
`Cc1ccc2oc(=O)c3cc(C(=O)Nc4cc(-c5cccc(F)c5)no4)sc3c2c1` is listed with 24%, 15
`Cc1ccc(NC(=O)c2cc(NC(=O)c3ccco3)ccc2N2CCOCC2)cc1` is listed with ?, /
`C#CCN(C(=O)c1cc(COc2cccc(C(F)(F)F)c2)on1)C1CCCCC1` is listed with -4%, /

More compounds follow:
Structure | S3 lipid droplet | S3 lipid droplet cell count max
Cc1ccc(C)n1-c1ncn[nH]1 | i | 25
Cc1csc2nc(CNS(=O)(=O)c3ccc4c(c3)CCCC4)cn12 | i | /
Cc1ccccc1OCC(=O)N/N=C/c1ccco1 | -5% | -1
CCCC[C@@H]1CNCCN1CCCc1cc(OC)c(OC)c(OC)c1 | ? | /
COc1ccc(N2CCOCC2)c(NC(=O)c2cccnc2)c1 | ? | /
CC(C)N1CC(C(=O)O)CC1=O (stereo not given) | ? | /
CCN(CC)CCn1c(=N)n(CC(O)COc2ccccc2)c2ccccc21 (stereo not given) | 2% | 6
CCc1nn(CC(=O)N2CCC(C(N)=O)CC2)c(=O)c2cc3occc3n12 | ? | /
CCCC(=O)Nc1cccc(Oc2ccc3c(c2)C(=O)NC3=O)c1 | 1.5µM* | -28*
O=C(CSc1nc2ncccc2[nH]1)Nc1c(F)cc(F)cc1Br | -18% | 0
Cc1cc(C)n(C2CC(=O)N(c3ccc(C)c(Cl)c3)C2=O)n1 (stereo not given) | 6% | 8
CC(=O)Nc1nc(N2C(=O)c3ccccc3C2=O)n(-c2ccccc2)n1 | i | -24
CC(C)NC(=O)COC(=O)/C=C/c1ccc(F)cc1 | ? | /
N#CCC(=O)N/N=C\c1cccc(OC/C=C/c2ccccc2)c1 | ? | /
Cc1ccc(NC(=O)c2cc(-c3ccc(C)c(C)c3O)n[nH]2)cc1C | 8% | 20
CC1=CC(C)(C)Nc2ccc(OC(=O)CN3C(=O)CCC3=O)cc21 | ? | /
O=C(Nc1ccc(NC(=O)c2cccs2)cc1)c1ccc2c(c1)OCCO2 | -11% | -8
CC1CC(C)CN(CCCNC(=O)CCNC(=O)Cn2cnc3ccccc3c2=O)C1 (stereo not given) | ? | /
CCn1c(N2CCN(S(=O)(=O)c3ccc(OC)cc3)CC2)nc2ccccc21 | ? | /
Cc1c(F)cccc1NC(=O)CCCCCC1NC(=O)NC1C (stereo not given) | -3% | -21
CCCc1c(C(=O)Nc2ccc(OC)cc2)cnn1-c1ccccc1 | -6% | 11
C/C(=N/NC(=O)c1ccc2c(c1)OCO2)c1cccc([N+](=O)[O-])c1 | ? | /
CN1C(=O)/C(=C/c2ccccc2OCc2cccc(F)c2)NC1=S | i | /
CC1(C)Cc2c(C#N)c(SCC(=O)c3ccccc3)nc(N3CCOCC3)c2CO1 | 29% | 0
NC(N)=NN=C1CCC(c2ccccc2)CC1 (stereo not given) | ? | /
COc1ccc(C(=O)COC(=O)CCn2nnc(-c3cccc(O)c3OC)n2)cc1 | ? | /
CC(O)COc1ccc(/C(=N/O)c2ccccc2)cc1 (stereo not given) | 8% | -16
Cc1cccc(C)c1NC(=O)CN(C)C(=O)CC1CC2CCC1C2 (stereo not given) | ? | /
Cc1ccc(-n2c(=O)c3sccc3n(Cc3cc(=O)n4ccccc4n3)c2=O)cc1 | 9% | 7
CCOc1ccc(NC(=O)Nc2cccn(Cc3ccccc3)c2=O)cc1 | ? | /
Cc1c(C(=O)NC(=S)NCC(C)C)oc2ccccc12 | ? | /
CCOC(=O)c1cnc2c(C(F)(F)F)cccc2c1N1CCOCC1 | ? | /
COC1=C/C(=C/c2c(N)n3nc(CC(=O)N4CCOCC4)sc3nc2=O)C=CC1=O | i | -20
NCCOc1ccccc1Cc1ccccc1 | 0% | -7
NS(=O)(=O)c1ccc(NC(=O)c2ccc3nccnc3c2)cc1 | ? | /
O=C(CSc1nc2ccc(N3CCOCC3)cc2c(=O)n1CCc1ccccc1)NCC1CCCO1 (stereo not given) | -1% | -2
COC(=O)c1sccc1-n1cccc1C(=O)C(=O)Nc1ccc(F)cc1 | ? | /
Nc1ccc(C(=O)NC23CC4CC(CC(C4)C2)C3)cc1 | 4% | -15
COc1ccc(NC(=O)NC2(C)CCS(=O)(=O)C2)cc1 (stereo not given) | 6% | 6
Clc1ccccc1-c1nnc2n1CCCCC2 | 2% | 3

Looked up by structure from the entries so far (five):
Structure | S3 lipid droplet | S3 lipid droplet cell count max
COc1ccc(C(=O)COC(=O)CCn2nnc(-c3cccc(O)c3OC)n2)cc1 | ? | /
CN1C(=O)/C(=C/c2ccccc2OCc2cccc(F)c2)NC1=S | i | /
CCOC(=O)c1cnc2c(C(F)(F)F)cccc2c1N1CCOCC1 | ? | /
NC(N)=NN=C1CCC(c2ccccc2)CC1 (stereo not given) | ? | /
Cc1ccc(-n2c(=O)c3sccc3n(Cc3cc(=O)n4ccccc4n3)c2=O)cc1 | 9% | 7

(further entries)
Structure | S3 lipid droplet | S3 lipid droplet cell count max
Cc1ccc(C(=O)Nc2nnn(C)n2)cc1 | -4% | 3
O=C(/C(=C/O)N=Nc1cccc(C(F)(F)F)c1)c1ccccc1 | i | /
COc1ccccc1NS(=O)(=O)c1ccc(C(N)=O)cc1 | ? | /
O=c1c2c(nc3c(-c4ccc(Cl)cc4)c[nH]n13)CCC2 | ? | /
COc1ccc(NC(=O)C(=O)c2cn(CC(=O)N3CCCC3)c3ccccc23)cc1OC | ? | /
O=C(COC(=O)c1ccc(-c2cnc3ccccc3n2)cc1)c1ccccc1 | 5% | 4
Cc1nnc(SCc2cc(=O)oc3ccc4ccccc4c23)n1Cc1ccccc1 | -5% | -19
O=c1[nH]c(-c2ccccc2)cs1 | ? | /
CCOCCCNCc1cn(-c2ccc(F)cc2F)nc1-c1ccccc1C | 0% | -5
CCOc1ccccc1N(CC(=O)N1CCC(C(N)=O)CC1)S(=O)(=O)c1ccc(SC)cc1 | -21% | 7
Cc1nc(SCc2c(F)cccc2Cl)c2c(=O)n(C)c(=O)n(C)c2n1 | ? | /
Cc1ccc(-c2cc(C(=O)N3CCCC(C(F)(F)F)C3)c3ccccc3n2)o1 (stereo not given) | ? | /
CCN(CC)CCCNC(=O)c1oc2ccc(S(=O)(=O)N3CC(C)CC(C)C3)cc2c1C (stereo not given) | ? | /
COc1ccc(C(=O)COC(=O)c2ccc(NC(=O)c3ccccc3)cc2)cc1 | -2% | 8
COc1ccc(S(=O)(=O)N2CCCC(C(=O)O)C2)cc1 (stereo not given) | ? | /
C/C(CC(C)C)=N\NS(=O)(=O)c1ccc(C)c([N+](=O)[O-])c1 | -7% | -7
Cc1noc(C)c1C(=O)Nc1cccnc1 | 18% | /
O=C1C2CCCN2C(c2ccccc2F)N1c1ccc(Cl)cc1 (stereo not given) | -7% | -16
COc1ccccc1C(=O)COC(=O)Cn1[nH]c(=O)c2ccccc2c1=O | 18% | -13
CCn1c(C)nc2cc(N)ccc21 | 4% | -23

Single values from above.
Cc1noc(C)c1C(=O)Nc1cccnc1 – S3 lipid droplet: 18%
O=C1C2CCCN2C(c2ccccc2F)N1c1ccc(Cl)cc1 (stereo not given) – S3 lipid droplet: -7%
